OX1R FRET antag: antagonists of human orexin 1 receptor (OX1R); Orexin/Hypocretin receptor type 1 (Homo sapiens), O43613; OX1R-expressing cells, FRET antagonist read-out; inhibition, % at 6.6 µM; actives 1.8% (n = 330,000); AID 485270, 2010; in the data active means inhibition mostly above about 38%, no sharp cut-off; inactive means mostly below about 40%;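 further: 0% = agonist challenge alone and 100% = reference antagonist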
Target sequence (O43613 whole entry, looked up): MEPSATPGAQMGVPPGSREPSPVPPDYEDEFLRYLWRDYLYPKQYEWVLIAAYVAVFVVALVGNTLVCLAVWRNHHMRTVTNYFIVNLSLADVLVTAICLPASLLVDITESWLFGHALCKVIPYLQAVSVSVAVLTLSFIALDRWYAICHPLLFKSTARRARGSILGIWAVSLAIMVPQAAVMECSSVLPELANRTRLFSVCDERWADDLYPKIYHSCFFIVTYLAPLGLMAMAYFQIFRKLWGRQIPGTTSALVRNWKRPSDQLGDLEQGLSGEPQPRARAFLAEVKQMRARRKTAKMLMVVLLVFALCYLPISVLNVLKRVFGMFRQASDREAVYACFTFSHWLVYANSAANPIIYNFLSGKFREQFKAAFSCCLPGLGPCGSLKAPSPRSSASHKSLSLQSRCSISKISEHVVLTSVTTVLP
STK33 kinase inh: inhibitors of purified STK33 kinase, primary screen, biochemical, ADP-Glo luminescence, homogeneous, cell-free. Serine/threonine-protein kinase 33 (Homo sapiens), Q9BYT3. MBP phosphorylation. actives 0.073% (n = 320,000). inhibition, % at 10 µM;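 active means inhibition at or above 25%, using the most active replicate where run in duplicate; inactive means inhibition below 25%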
Target sequence (Q9BYT3 whole entry, looked up): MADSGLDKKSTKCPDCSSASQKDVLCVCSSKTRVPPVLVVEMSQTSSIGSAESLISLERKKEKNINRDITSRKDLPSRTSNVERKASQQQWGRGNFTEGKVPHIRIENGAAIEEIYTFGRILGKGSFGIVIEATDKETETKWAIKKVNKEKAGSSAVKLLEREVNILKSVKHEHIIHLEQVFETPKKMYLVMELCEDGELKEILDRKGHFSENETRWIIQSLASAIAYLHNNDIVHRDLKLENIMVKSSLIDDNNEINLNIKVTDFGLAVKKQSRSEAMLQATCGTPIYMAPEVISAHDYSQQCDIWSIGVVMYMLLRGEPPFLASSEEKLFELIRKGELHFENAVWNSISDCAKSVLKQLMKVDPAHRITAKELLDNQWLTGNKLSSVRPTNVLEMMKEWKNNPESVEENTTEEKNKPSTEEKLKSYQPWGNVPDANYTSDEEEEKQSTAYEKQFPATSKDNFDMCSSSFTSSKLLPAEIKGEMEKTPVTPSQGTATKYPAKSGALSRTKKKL
* hit, by the source's call; x = not tested or not shown.

OX1R FRET antag | STK33 kinase inh | SMILES
4 | x | COc1ccc(CN(C(=O)c2cc(=O)c3ccccc3o2)C2CCS(=O)(=O)C2)cc1 (configuration not stated)
17 | -0.9 | CC(C)OCCCNc1ncnc2c1cnn2-c1ccccc1
5 | 1.5 | CC(CCc1ccccc1)NC(=O)c1ccccc1C(=O)O (configuration not stated)
7 | -1.8 | CCC1(CC)Cc2ccccc2-c2nc(CN3CCOCC3)[nH]c(=O)c21
9 | -3.5 | O=Cc1cc2cc3c(cc2nc1Cl)OCCO3
9 | -2.0 | Cc1cccc(C2CC(c3ccccc3)Nc3nc(N)nn32)c1 (configuration not stated)
3 | -0.1 | O=C(COC(=O)/C=C/c1ccccc1)NC1CCCCC1
8 | x | O=S1(=O)[C@H]2C[C@H](CO)O[C@@]2(CO)CN1Cc1ccc(-c2ccc(F)cc2)cc1
6 | 0.4 | CCN(CC(=O)Nc1ccccc1OC)C(=O)C1CCCC1
20 | 0.8 | CC(=O)C(Cc1ccccc1)NC(=O)COc1ccc2c(c1)OCO2 (configuration not stated)
4 | -1.0 | Cc1cc(C)n(-c2nc3sc4c(c3c3nnc(SC(C)C)n23)CC(C)(C)OC4)n1
11 | x | CCCN1C(C)C(C(=O)OCC)=CN(Cc2cccc(I)c2)S1(=O)=O (configuration not stated)

Entries of single compounds, looked up by structure. Values in the order: OX1R FRET antag	STK33 kinase inh
CCCN1C(C)C(C(=O)OCC)=CN(Cc2cccc(I)c2)S1(=O)=O (configuration not stated) is entered as 11	x
CCC1(CC)Cc2ccccc2-c2nc(CN3CCOCC3)[nH]c(=O)c21 is entered as 7	-1.8
CC(CCc1ccccc1)NC(=O)c1ccccc1C(=O)O (configuration not stated) is entered as 5	1.5
CCN(CC(=O)Nc1ccccc1OC)C(=O)C1CCCC1 is entered as 6	0.4
COc1ccc(CN(C(=O)c2cc(=O)c3ccccc3o2)C2CCS(=O)(=O)C2)cc1 (configuration not stated) is entered as 4	x

(listing goes on)
OX1R FRET antag | STK33 kinase inh | SMILES
22 | -1.7 | Cc1ccc(S(=O)(=O)N(CC(=O)N(C)C)c2cccc([N+](=O)[O-])c2)cc1
-1 | -0.7 | COc1cc(C(F)(F)F)c(C(=O)N(C)c2ccc(Cl)cc2)cn1
41 | 0.1 | COC(=O)CN(C(=O)CSc1nnc(-c2cccc(OC)c2)o1)c1ccc(OC)cc1
24 | -1.7 | Cc1ccc(-c2ccc(CCC(=O)O)o2)cc1
20 | -0.8 | O=C(CSc1n[nH]c(-c2ccccn2)n1)Nc1ccc(Cl)cc1
3 | -1.7 | CCOc1ccc(CC(=O)NC2CC(C)(C)N(C)C(C)(C)C2)cc1OCC
2 | -1.3 | NC(=O)C1CCN(c2oc(-c3cccs3)nc2S(=O)(=O)c2ccc(Cl)cc2)CC1
3 | -0.4 | COc1ccc(CN(C)Cc2c(O)ccc3cc(Br)ccc23)cc1OC
5 | 0.7 | Cc1nn(CC(O)Cn2cnc3c2c(=O)n(C)c(=O)n3C)c(C)c1Br (configuration not stated)
-5 | -1.8 | Cc1nc2ccccc2c(=O)n1NC(=O)COc1ccccc1
4 | 1.1 | CCOC(=O)c1cc(-c2ccc(OC)cc2)nn1-c1ccccc1C(=O)O
16 | -2.1 | Clc1ccc(Oc2nnnn2-c2ccccc2)cc1
23 | -1.7 | CCn1c(NCc2ccc3c(c2)OCO3)nc2ccccc21
-2 | 0.2 | Cc1ccc(Oc2ncc(-c3ccc(Cl)cc3)cn2)cc1
5 | -1.6 | Cc1ccc(C)c(N(CC(=O)NCCc2ccccc2)C(=O)CCC(=O)Nc2ccccn2)c1
17 | 0.0 | COc1ccc(C(C)=O)cc1CSc1nc2ccccc2o1
2 | -0.6 | Cc1oc(-c2ccccc2F)nc1CS(=O)(=O)CC(=O)NCCCN(C)C1CCCCC1
-1 | -0.8 | O=C(O)CC1(CC(=O)NCc2ccc(C(F)(F)F)cc2)CCCCC1
7 | -3.1 | CCCCNC(=O)OCC(CC)NC(=O)OCC(C)C (configuration not stated)
1 | -0.6 | ClCc1nnc(-c2ccccc2)o1
112* | 0.2 | O=C(NN1C(=O)/C(=C/c2ccc(O)c([N+](=O)[O-])c2)SC1=S)c1ccccc1Cl
9 | -1.3 | O=C(NCc1ccco1)c1cc2n(n1)C(C(F)(F)F)CC(c1ccc(Cl)c(Cl)c1)N2 (configuration not stated)
0 | -0.6 | O=C(CNC(=O)c1ccccc1F)NCC(c1cccs1)N1CCOCC1 (configuration not stated)
18 | -2.0 | O=C(CCCN1C(=O)S/C(=C\C=C\c2ccccc2)C1=O)Nc1ccc(O)cc1
35 | -1.0 | O=C(N/N=C1\CCCc2ccccc21)c1ccc([N+](=O)[O-])cc1
2 | 0.0 | CCSc1nnc(N)s1
25 | 1.8 | CC1=C(C)C(=O)N(c2ccccn2)C1=O
18 | 8.7 | COc1ccc(NC(=O)c2ccccc2O)c(OC)c1
11 | -0.4 | C/C(=C\C(=O)Nc1cscc1C)C(=O)O
10 | 0.0 | CCCn1c(SCC(=O)NC2CCCCC2)nnc1C1CC1
15 | -0.7 | O=C(Nc1ccc2c(c1)OCCO2)C1CCN(S(=O)(=O)c2ccccc2)CC1
8 | -1.6 | CSc1ccc(/C=C(\NC(=O)c2ccccc2)C(=O)NN)cc1
14 | -2.1 | O=[N+]([O-])c1ccc(S(=O)(=O)Nc2nnc(C(F)(F)F)s2)cc1
27 | -0.7 | CC1CN(c2ccc([N+](=O)[O-])cc2Cl)CCN1S(C)(=O)=O (configuration not stated)
-2 | -2.4 | CC(NC(=O)c1ccccc1O)c1ccccc1 (configuration not stated)
14 | -1.4 | Cn1c(OCc2cccnc2)nc2c1c(=O)n(Cc1ccccc1)c(=O)n2C
42 | 0.1 | COc1ccc(NC(=O)/C(=C\c2ccc(OC)c(OC)c2)NC(=O)c2ccco2)cc1
10 | -0.1 | O=C(NCc1ccccc1)C1CCCN(c2cnccn2)C1 (configuration not stated)
8 | -0.7 | COc1ccc(CC(=O)OCC(=O)Nc2ccc3[nH]c(=O)[nH]c3c2)cc1
34 | -1.1 | Cn1ccnc1-c1nnn(-c2ccc(Cl)c(Cl)c2)n1
31 | -0.8 | COC(=O)c1ccc(C(NC(=O)OCc2ccccc2)/C(F)=C/[C@@H](C)C(=O)NCc2ccc(OC)c(OC)c2)cc1 (some centres not stated)
3 | 0.1 | CC(C)CN(C(=O)COC(=O)C1CC1)c1c(N)n(Cc2ccccc2)c(=O)[nH]c1=O
14 | -1.4 | CCN(CC(=O)NCc1ccc(F)cc1)C(=O)C(C)Oc1cccc(Cl)c1 (configuration not stated)
24 | -0.6 | S=c1[nH]c(-c2ccccc2)cn1/N=C/c1cccs1
9 | 1.2 | Cc1ccc(NC(=O)NC(=O)COc2c(F)c(F)cc(F)c2F)c(C)c1
16 | -1.2 | O=C(CSc1ccc(-c2ccccn2)nn1)c1ccc([N+](=O)[O-])cc1
7 | -0.8 | CCSc1nsc(NC(=O)Nc2ccccc2OC)n1
3 | -0.6 | CCCn1c(SCC(=O)NCCCN2CCCC2=O)nc2ccccc2c1=O
2 | -1.1 | O=C(O)CC(CC(=O)Nc1ccc(-c2ccccc2)cc1)c1ccccc1 (configuration not stated)
10 | -0.8 | COC(=O)Nc1ccc2c(c1)OCO2
15 | 0.8 | O=C(NC(=S)NNS(=O)(=O)c1ccccc1)c1cccnc1
20 | -0.7 | CN(C)S(=O)(=O)c1ccc(-c2csnn2)s1
12 | -0.7 | Cc1ccc(C)c(N2CCN(C(=O)c3nn(C)c4c3CS(=O)(=O)c3ccccc3-4)CC2)c1
47 | 0.1 | O=C(NNc1c2ccccc2nc2ccccc12)c1cc2ccccc2cc1O
11 | 0.2 | CCC(=O)Nc1nc(C)nc(C)c1C(C)=O
3 | -1.2 | CCN(CC)CC(=O)Nc1ccc(/C(C)=N/NC2=NCCN2)cc1
24 | 0.3 | CC1CC1C(=O)N1CCN(S(=O)(=O)c2cc(C(F)(F)F)cc(C(F)(F)F)c2)CC1 (configuration not stated)
26 | -0.6 | COCCN1Cc2cccc(C(=O)Nc3ccc(C)cc3)c2C1=O
8 | -2.0 | CCC(C)(C)NC(=O)CN(C(=O)CNS(=O)(=O)c1ccccc1)c1ccc2c(c1)OCCO2
16 | -0.1 | CCCNC(=O)N1CCCC(C(=O)c2cccc(Cl)c2)C1 (configuration not stated)

Remaining list, next part.
OX1R FRET antag | STK33 kinase inh | SMILES
12 | -0.4 | Cc1c(Cl)cccc1NC(=S)NCc1ccc(F)cc1
16 | -0.6 | O=C(CNc1ccc2ccccc2c1)N/N=C/c1cc2ccccc2nc1Cl
33 | -0.8 | COc1ccc(Nc2nc(N/N=C/c3ccc(N(C)C)cc3)nc(C)c2[N+](=O)[O-])cc1
8 | -1.5 | O=C(CSc1n[nH]c(=O)[nH]c1=O)c1ccccc1
5 | -0.2 | Cc1cccc(COCC(Cc2ccccc2)N2CCN(C(=O)c3ccc(C(F)(F)F)cc3)CCC2=O)c1 (configuration not stated)
0 | 0.3 | CCOC(=O)Cc1csc(NC(=S)NC(=O)c2ccccc2C)n1
9 | x | Cc1cc(OCc2ccc(C(=O)NN=C3CCCC3)cc2)ccc1Cl
26 | -2.2 | O=CNNC(=O)c1cccc([N+](=O)[O-])c1
6 | 0.7 | CCCCc1cc(=O)oc2c(C)c(OCC(=O)N3C[C@H]4C[C@@H](C3)c3cccc(=O)n3C4)ccc12
7 | 1.1 | CC(=O)N1CCC(C(=O)NC2CC(C)(C)Cc3c2cnn3-c2ccc(F)cc2)CC1 (configuration not stated)
13 | -0.5 | N=c1sccn1CC(=O)Nc1cccc(S(N)(=O)=O)c1
17 | 0.4 | Cc1cc2oc(=O)cc(CN3CCN(C/C=C/c4ccccc4)CC3)c2cc1O
28 | -0.7 | N#CCCN(C(=O)COc1ccc(Br)cc1F)c1ccc(F)cc1
4 | 0.0 | Cc1cc(C)cc(NC(=O)c2cccc3c2C(=O)N(C2CCCCC2)C3)c1
7 | -2.3 | COCCNc1oc(-c2ccccc2Cl)nc1C#N
10 | -34 | Cn1cccc1Cc1nnc(SCC(=O)N2CCCC2)n1CCc1ccccc1
-1 | 0.6 | COc1ccc(NC(C)=O)c(C)c1
3 | 1.6 | Cc1ccccc1C(=O)Nc1cccc(C(=O)Nc2ccccc2C(=O)O)c1
7 | -1.4 | CC1CCCCC1NC(=O)c1cn(C)c2ccc(S(=O)(=O)N3CCCC3)cc2c1=O (configuration not stated)
5 | -0.9 | O=C(Nc1sc2c(c1C(=O)O)CCC2)c1cccc(Cl)c1
17 | -0.7 | CCOC(=O)N1CCN(S(=O)(=O)c2c(C)[nH]c(=O)[nH]c2=O)CC1
30 | 0.1 | O=C(OCc1c(Cl)cccc1Cl)c1cccnc1Cl
38 | 1.0 | Cc1ccc(C(=O)C(C)Oc2cccc(NC(=O)c3ccco3)c2)cc1 (configuration not stated)
15 | 1.3 | COc1ccc(C(=O)CCNc2ccc(F)cc2)cc1
-5 | -0.8 | N#Cc1nc(Cc2cccc3ccccc23)oc1NCCN1CCOCC1
29 | 0.5 | CCN(Cc1ccccc1)S(=O)(=O)c1ccc(C(=O)Nc2nnc(C)o2)cc1
29 | -0.7 | COC(=O)CN(Cc1ccccc1)S(=O)(=O)c1ccc(OC)c(OC)c1
11 | 1.3 | CC(C)Sc1nnc(NC(=O)C2CC2)s1
4 | -1.4 | Cc1cccc(C(=O)OC2CCOC2=O)c1O (configuration not stated)
1 | -1.1 | COc1ccc(N(C(C)C(=O)N2CCCC2)S(C)(=O)=O)cc1 (configuration not stated)
7 | -4.7 | COc1cc(CC(NC(C)=O)C(=O)NC2CCN(c3c4c(nc5ncnn35)CCC4)CC2)cc(OC)c1 (configuration not stated)
4 | -1.4 | Cc1nc2c3ccccc3nc(NNC(=O)CCC(=O)NCCN3CCN(c4ccccc4F)CC3)n2n1
-3 | -1.9 | CCOC(=O)CC1C(=O)NCCN1C(=S)Nc1ccccc1 (configuration not stated)
7 | -1.3 | O=C(CCC(=O)N1CCOc2ccccc21)N1CCCCC1
-5 | -1.5 | O=C(NCCCN1CCCC1=O)c1cccc(C(F)(F)F)c1
26 | -0.9 | CC1CCN(C(=O)CN2C(=O)C(C)(C)Oc3ccc(C(=O)NC(C)C)cc32)CC1
36 | -3.1 | CCCCNC(=S)NC(=O)c1ccc([N+](=O)[O-])cc1
13 | 6.5 | CC1=C(C(=O)OC(C)C)C(c2ccccc2)NC(=O)N1C (configuration not stated)
x | -1.7 | Nc1nc(-c2ccc(Oc3ccccc3)cc2)c(CC(=O)O)s1
-1 | -0.5 | Cc1ccc(NC(=S)NNC(=O)Cn2nc(C(F)F)cc2C(F)F)cc1
43 | 0.1 | O=C(CN(c1ccc(F)cc1)S(=O)(=O)c1ccccc1)NCCSC1CCCCC1
6 | -0.9 | O=C(CN1C(=O)CC(c2ccccc2)Sc2ccccc21)NCC1CCCO1 (configuration not stated)
13 | 3.0 | CCC(CO)Oc1cc(NCc2cccc(O)c2)c2ncn(C(C)C)c2c1 (configuration not stated)
18 | -0.1 | Cc1sc(NC(=O)/C=C/c2ccc(C(C)C)cc2)c(C#N)c1C
23 | 1.0 | Cc1cccc(C)c1NC(=O)C(=O)NCC1CCCN1S(=O)(=O)c1cccs1 (configuration not stated)
11 | -0.3 | CC(C)(C)NC(=O)NC(=O)COC(=O)Cc1coc2ccc3ccccc3c12
6 | -0.2 | CC1=C(C(=O)NCc2ccc3c(c2)OCO3)C2(CCC(C)CC2)OC1=O (configuration not stated)

Part of the list above, with values under each structure:
Second line of a record – OX1R FRET antag | STK33 kinase inh
Cc1ccc(NC(=S)NNC(=O)Cn2nc(C(F)F)cc2C(F)F)cc1
    -1 | -0.5
O=C(CN(c1ccc(F)cc1)S(=O)(=O)c1ccccc1)NCCSC1CCCCC1
    43 | 0.1
O=C(CN1C(=O)CC(c2ccccc2)Sc2ccccc21)NCC1CCCO1 (configuration not stated)
    6 | -0.9
